Pin1 inhibitor – qHTS Assay to Find Inhibitors of Pin1. Peptidyl-prolyl cis-trans isomerase NIMA-interacting 1 (Homo sapiens), Q13526. Pin1 FP peptide displacement, HiFluor488, 10 min. Potency, µM (series often up to 115 µM), inactives show top-dose activity, negative = inhibition, hits mostly inhibitors. 390,000 tested, 0.009% active. AID 504891, 2011; active means well fitted inhibition curve with a large enough effect in the polarisation, with a control signal flat, not every such curve was filed as active; inconclusive means small, poorly fitted or top-dose-only effect, or effect the other way, or a change in a side signal; inactive means no such curve, though single readings can be large or run the other way; the % refers to the polarisation; further: potency means the concentration at half of the fitted maximal effect; on the % scale 0 is the no-effect control and ±100 the full control effect
IDH1 R132H inh – qHTS for Inhibitors of mutant isocitrate dehydrogenase 1 (IDH1): qHTS | IDH1-R132H enzyme, NADPH consumption, diaphorase/resazurin fluorescence | Potency, µM (titrated, usually from 76.6 µM), for inactives: at the highest dose activity change, negative = inhibition, usual class: inhibitors | 390,000 tested, 0.093% active | AID 602179, 2012; further: potency means the concentration at half of the fitted maximal effect; on the % scale 0 is the no-effect control and ±100 the full control effect; nearly all actives have a fitted effect of over 65% in size
Target sequence (O75874 whole entry R132H, stated change not applied): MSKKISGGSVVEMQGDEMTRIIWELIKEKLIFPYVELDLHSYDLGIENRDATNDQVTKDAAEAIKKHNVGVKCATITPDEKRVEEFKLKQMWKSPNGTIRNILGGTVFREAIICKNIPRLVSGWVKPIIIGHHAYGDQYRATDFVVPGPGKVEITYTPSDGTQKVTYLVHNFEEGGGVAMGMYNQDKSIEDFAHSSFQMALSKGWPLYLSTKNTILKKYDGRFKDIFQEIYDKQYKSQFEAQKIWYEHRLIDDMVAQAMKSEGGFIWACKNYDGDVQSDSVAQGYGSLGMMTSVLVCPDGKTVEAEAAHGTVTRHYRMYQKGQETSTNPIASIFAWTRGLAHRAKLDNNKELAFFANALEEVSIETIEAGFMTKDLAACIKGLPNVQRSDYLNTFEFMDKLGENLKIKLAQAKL
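IDH1-R132H (0.5 ug/mL dispensed) in pH 7.5 Tris buffer was preincubated 30 min with compound, then given a substrate mix of 0.016 mM NADPH and 2 mM alpha-KG for 80 min at room temperature; remaining NADPH was read by diaphorase/resazurin fluorescence.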
D2 antagonist – HTS Assay for Allosteric Antagonists of the Human D2 Dopamine Receptor: Primary Screen for Antagonists; HEK293 TREx D2 cells, calcium flux, dopamine EC80; 340,000 tested, 2% active; AID 485344, 2010; D(2) dopamine receptor (Homo sapiens), P14416; inhibition, % at 10 µM; in the data active means inhibition above about 30%; further: 0% is about no effect
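Calcium flux kinetic readout in an inducible HEK293 TREx D2 line plated overnight at 30 C. After 180 s compound exposure, an EC80 dopamine challenge follows with another 180 s kinetic read to detect antagonism.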
TRHR PAM – qHTS for Small Molecule Agonists and Allosteric Enhancers of Human TRH Receptor: Primary Screen for Enhancers. enhancement, % at 2 µM. TRHR cells, fluo-8 calcium fluorescence, EC20 TRH enhancement. 360,000 tested, 0.66% active; in the data active means enhancement above about 30%; further: 0% is about no effect
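Enhancer read-out: after compound pinning and an initial kinetic agonist-mode read, an EC20 of TRH (10 nM final) was injected and fluo-8 calcium signal (Ex 480/Em 530) followed at 1 s/cycle for 100 cycles in TRHR-expressing cells.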
TRHR agonist – qHTS for Small Molecule Agonists and Allosteric Enhancers of Human TRH Receptor: Primary Screen for Agonists; TRHR cells, calcium flux fluo-8, FDSS agonist mode; activation, % at 2 µM; 360,000 tested, 0.18% active; AID 493084, 2011; in the data active means activation above about 30%; further: 0% is about no effect
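Read-out: compound-evoked intracellular calcium rise in TRHR cells, fluo-8 dye, kinetic FDSS fluorescence at 1 s/cycle following a 10-cycle baseline. Cells cultured overnight before dye loading (30 min–1.5 h, RT).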
TrxR1 substrate – qHTS Assay for Substrates of Mammalian Selenoprotein Thioredoxin Reductase 1 (TrxR1): qHTS | Thioredoxin reductase 1, cytoplasmic (Rattus norvegicus), O89049 | purified TrxR1 substrate turnover, NADPH consumption readout | Potency, µM (titrated, usually from 114 µM), for inactives: at the top dose activity change, negative = substrate turnover | 390,000 tested, 0.01% active; further: potency means the concentration at half of the fitted maximal effect; on the % scale 0 is the no-effect control and ±100 the full control effect; nearly all actives have a fitted effect of over 50% in size
Target sequence (O89049 whole entry, looked up): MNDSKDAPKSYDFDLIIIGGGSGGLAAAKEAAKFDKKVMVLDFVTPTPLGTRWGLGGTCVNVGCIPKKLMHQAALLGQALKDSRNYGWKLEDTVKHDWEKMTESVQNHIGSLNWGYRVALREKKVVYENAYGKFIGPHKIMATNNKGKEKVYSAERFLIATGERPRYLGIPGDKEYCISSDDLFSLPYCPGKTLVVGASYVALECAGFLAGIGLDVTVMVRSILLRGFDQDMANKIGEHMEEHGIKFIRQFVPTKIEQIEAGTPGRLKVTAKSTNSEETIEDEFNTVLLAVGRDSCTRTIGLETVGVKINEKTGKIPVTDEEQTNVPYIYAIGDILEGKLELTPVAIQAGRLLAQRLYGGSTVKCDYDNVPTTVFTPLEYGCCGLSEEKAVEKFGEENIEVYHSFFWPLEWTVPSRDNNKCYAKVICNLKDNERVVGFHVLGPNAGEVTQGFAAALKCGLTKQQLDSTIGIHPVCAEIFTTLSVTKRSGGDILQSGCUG
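Rat TrxR1, dispensed at 90 nM, was prereduced with 400 uM NADPH (final) for 5 min at ~22 deg C, then incubated with compound 15 min before 400 uM selenite. A first-read NADPH fluorescence drop versus no-compound background flagged substrates.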
TrxR1 inh – qHTS Assay for Inhibitors of Mammalian Selenoprotein Thioredoxin Reductase 1 (TrxR1): qHTS. Thioredoxin reductase 1, cytoplasmic (Rattus norvegicus), O89049. recombinant rTrxR1, NADPH fluorescence consumption, selenite substrate. Potency, µM (top dose mostly 114 µM), for the others: at the top dose activity change, negative = inhibition, most hits filed as inhibitors. 390,000 tested, 1% active; further: potency means the concentration at half of the fitted maximal effect; on the % scale 0 is the no-effect control and ±100 the full control effect; nearly all actives have a fitted effect of over 65% in size
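Rat TrxR1 (90 nM in the dispensed reagent) was pre-reduced with 400 uM NADPH for 5 min at room temperature, then incubated with compound for 15 min. After 400 uM selenite was added, NADPH fluorescence (Ex 340/Em 450 nm) was followed for 8 min.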
D2 agonist – HTS Assay for Allosteric Agonists of the Human D2 Dopamine Receptor: Primary Screen for Agonists | 340,000 tested, 0.53% active | activation, % at 2 µM | HEK293 T-REx D2 cells, calcium flux agonist mode | D(2) dopamine receptor (Homo sapiens), P14416;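 active means activation over 3 SD above normal in the single-dose calcium agonist read, cut at about 30% in these data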; further: 0% is about no effect
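Calcium-flux readout, 1 cycle/sec over 180 s following compound pin transfer, in inducible HEK293 Trex D2 cells (force-coupled); dopamine controls included. Positive calcium responses during this window marked compounds as potential agonists.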
USP1-UAF1 inh – Inhibitors of USP1/UAF1: Primary Screen. Ubiquitin carboxyl-terminal hydrolase 1 (Homo sapiens), O94782. recombinant USP1/UAF1, Ub-Rhodamine cleavage fluorescence. Potency, µM (series often up to 57.1 µM), for inactives: top-dose activity change, negative = inhibition, most hits filed as inhibitors. 390,000 tested, 0.23% active. AID 743255, 2014; further: potency means the concentration at half of the fitted maximal effect; on the % scale 0 is the no-effect control and ±100 the full control effect; nearly all actives have a fitted effect of over 60% in size; inactives centre near -12
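Step one: compound is pinned into 1nM USP1/UAF1 in HEPES pH 7.8 buffer with TCEP. Step two: 15 min room-temperature incubation. Step three: Ub-Rho (150nM final) starts cleavage, tracked by fluorescence over six one-minute reads.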
* = called active by the depositor; ? = inconclusive; · = not tested or not shown; [ ] = remark or other dose. Unless noted, the call rests on the fitted dose curve; in most records, active means well fitted inhibition curve with a large enough effect; inconclusive means small, poorly fitted or top-dose-only effect; inactive means no such curve, though single readings can be large or run the other way. This is a subset, so the mix of outcomes need not match the whole.

(1) CC1CCCC(NC(=O)COC(=O)Cc2c[nH]c3ccccc23)C1C (configuration not stated)
(2) C=CCn1c(=O)c2ccccc2n2c(SCC(=O)N(C)C)nnc12
(3) COc1ccc(F)cc1S(=O)(=O)NCc1ccccc1
(4) CCOC(=O)C1=CC[C@@H](c2ccccc2Cl)N(S(=O)(=O)c2ccc(C)cc2)[C@H]1C(=O)OCC
(5) CC(=O)OCc1nc2sc(C)c(C)c2c(=O)[nH]1
(6) COc1ccc(-c2c3c(nc4sc(C(=O)Nc5ccc(Cl)cc5)c(N)c24)CC(C)(C)CC3=O)cc1
(7) O=C(N1CCOCC1)N1CCN(S(=O)(=O)N2CCOCC2)CC1
(8) CC(NS(=O)(=O)c1ccccc1)C(=O)NC1CCCC1 (configuration not stated)
Compound	1	2	3	4	5	6	7	8
Pin1 inhibitor	-1%	-1%	-8%	5%	1%	?	6%	-12%
IDH1 R132H inh	0%	-3%	4%	0%	13%	·	-2%	14%
D2 antagonist	-20	7	-2	5	4	·	-10	14
TRHR PAM	14	-3	-2	2	0	1	-2	9
TRHR agonist	-1.1	-0.7	-0.1	0.0	0.3	1.1	0.2	0.2
TrxR1 substrate	-4%	1%	9%[57.1 µM]	2%	-7%	-8%	-4%	11%
TrxR1 inh	12%[57.1 µM]	4%	-6%	20%	3%	-4%	-1%[57.1 µM]	23%
D2 agonist	1.0	-0.6	-0.7	-0.2	1.2	-0.4	1.3	0.2
USP1-UAF1 inh	-25%	-14%	3%	-27%	-15%	?	3%	-22%

(9) O=C(NNS(=O)(=O)c1ccccc1)c1ccc([N+](=O)[O-])cc1
(10) O=C(CC(=O)c1ccccc1)Nc1ccc([N+](=O)[O-])cc1
(11) COc1cccc(NC(=O)[C@H](CC(C)C)NC(=O)[C@@H]2Cc3ccccc3CN2)c1
(12) CN1C2CCC1CC(NC(=O)CSc1ccc(C(C)(C)C)cc1)C2 (configuration not stated)
(13) CCC(=O)N1CCc2cc(Br)cc(S(=O)(=O)NCc3cccc(OC)c3)c21
(14) C=CCNc1ncnc2sc(SC)nc12
(15) O=C(NCCN1CCOCC1)c1ccc(Cl)cc1[N+](=O)[O-]
(16) CC1(C(=O)Nc2nc3ccccc3s2)CC1(Br)Br (configuration not stated)
Compound	9	10	11	12	13	14	15	16
Pin1 inhibitor	7%	5%	-12%	-15%	-1%	2%	?	-2%
IDH1 R132H inh	0%	-3%	3%	0%	-8%	-5%	-3%	-15%
D2 antagonist	-8	·	-1	-19	·	-10	·	-5
TRHR PAM	1	·	1	-7	5	-2	·	1
TRHR agonist	0.4	·	-1.4	2.7	-0.4	-1.2	·	-1.7
TrxR1 substrate	6%	-12%	0%	-7%	9%[2.29 µM]	-5%	6%	-8%
TrxR1 inh	19%	-11%	15%	7%	14%	16%	21%	-5%
D2 agonist	0.5	·	-1.2	0.9	0.3	-0.7	·	11
USP1-UAF1 inh	-16%	?	0%	8%	-25%	-9%	4%	-1%

(17) Cc1c(C(=O)N/N=C/C(C)C)[nH]c2ccc([N+](=O)[O-])cc12
(18) CN(C)/C=C1/C=C(c2ccccc2)OC1=O
(19) O=C(CN1CCCC1)Nc1c(Cl)cccc1Cl
(20) COc1cc2c(cc1OC)CN(C(=O)C1CCCN1S(=O)(=O)c1ccc(F)cc1)CC2 (configuration not stated)
(21) C/C(CC(=O)N1CCN(C=O)CC1)=N\NC(=O)c1cc2ccccc2cc1O
(22) CC(=O)Nc1ccc(Cl)cc1C1COC(=O)C1=N (configuration not stated)
(23) O=[N+]([O-])c1ccc(COc2cccnc2)cc1
(24) COc1ccc(CCNC(=O)C2CC3Cn4c(nc5ccccc54)C3N2Cc2ccccc2)cc1 (configuration not stated)
Compound	17	18	19	20	21	22	23	24
Pin1 inhibitor	1%	5%	-1%	1%	75%[activator]	59%[activator]	-3%	?
IDH1 R132H inh	-3%	9%	-1%	9%	15%	6%	1%	-14%
D2 antagonist	15	-2	-3	-2	7	1	3	·
TRHR PAM	-2	13	17	5	0	2	-3	·
TRHR agonist	0.8	0.4	0.2	-1.1	0.6	0.6	-0.4	·
TrxR1 substrate	2%[57.1 µM]	-3%	3%	10%[57.1 µM]	-8%	-9%	1%[57.1 µM]	-4%
TrxR1 inh	14%[57.1 µM]	22µM*	25%	16%[57.1 µM]	-16%	-7%	17%[57.1 µM]	-5%
D2 agonist	0.3	-0.6	2.1	-0.9	0.1	3.5	-1.0	·
USP1-UAF1 inh	-22%	-10%	-20%	-18%	-19%	-19%	-1%	?

(25) COc1ccc(C(=O)COc2cccc(NC(=O)c3ccco3)c2)cc1
(26) COc1ccc(-c2cn3cc(C)ccc3n2)cc1F
(27) C/C(N)=C(\C#N)C(=O)NCc1ccccn1
(28) CN(C)CCC(C(=O)c1ccccc1)c1ccncc1 (configuration not stated)
(29) COC(=O)c1cccnc1-n1c(=O)c2cccnc2n(CC(=O)Nc2ccccc2F)c1=O
(30) Cc1ccc(-c2cc(C(=O)N/N=C/c3ccco3)n[nH]2)s1
(31) C[C@H](CO)N1C[C@H](C)[C@@H](CN(C)C(=O)Nc2ccc(C(F)(F)F)cc2)Oc2ccc(NC(=O)Nc3ccc(C(F)(F)F)cc3)cc2C1=O
(32) COc1cc(C2NC(=O)NC(C)=C2C(=O)OC(C)(C)C)ccc1OCC(=O)O (configuration not stated)
Compound	25	26	27	28	29	30	31	32
Pin1 inhibitor	1%	0%	-10%	-12%	2%	-2%	?	-2%
IDH1 R132H inh	2%	36%[activator]	0%	1%	3%	3%	-12%	3%
D2 antagonist	-4	2	11	·	·	·	·	-1
TRHR PAM	13	-5	0	·	3	-2	·	2
TRHR agonist	-0.6	-0.7	0.5	·	0.5	0.2	·	0.0
TrxR1 substrate	0%	48%[activator][57.1 µM]	-2%	11%[57.1 µM]	-2%	-7%	1%	-1%
TrxR1 inh	9%	-1%[57.1 µM]	-6%	-13%	24%[2.29 µM]	-20%	12%	11%
D2 agonist	2.8	0.1	-0.2	·	0.1	·	·	0.3
USP1-UAF1 inh	-19%	3%	-13%	-1%	-16%	-12%	?	9%

Continued (3 carried over from the part before).
(30) Cc1ccc(-c2cc(C(=O)N/N=C/c3ccco3)n[nH]2)s1
(31) C[C@H](CO)N1C[C@H](C)[C@@H](CN(C)C(=O)Nc2ccc(C(F)(F)F)cc2)Oc2ccc(NC(=O)Nc3ccc(C(F)(F)F)cc3)cc2C1=O
(32) COc1cc(C2NC(=O)NC(C)=C2C(=O)OC(C)(C)C)ccc1OCC(=O)O (configuration not stated)
(33) O=C(CCN1CCN(c2ccccc2)CC1)NNC(=O)Cc1c(F)cccc1Cl
(34) COc1ccc(OC)c(NC(=O)C(CC(=O)O)Cc2ccc(Cl)cc2)c1 (configuration not stated)
(35) O=C(NCCO)C(=O)NCC1OCCCN1S(=O)(=O)c1cccs1 (configuration not stated)
(36) CN1CCN(NC(=S)NC(C)(C)CC(C)(C)C)CC1
(37) Clc1ccc(/C=N/Nc2nnc(Cl)c3ccccc23)cc1
(38) O=C(Cn1cnc2c(nnn2Cc2ccccc2)c1=O)NCc1ccco1
(39) CC1CCc2sc(C(=O)NC3CCN(Cc4ccccc4)CC3)cc2C1 (configuration not stated)
(40) CSC(=Nc1cccc(C)c1)NC#N
(41) Cc1nnc(SCC(=O)c2ccc(Br)cc2)s1
Compound	30	31	32	33	34	35	36	37	38	39	40	41
Pin1 inhibitor	-2%	?	-2%	-6%	1%	?	-9%	-1%	-1%	-2%	7%	9%
IDH1 R132H inh	3%	-12%	3%	17%	1%	5%	0%	-3%	3%	-9%	6%	1%
D2 antagonist	·	·	-1	60*	5	-11	14	·	12	83*	2	-9
TRHR PAM	-2	·	2	-2	-5	2	-11	14	-4	11	7	-3
TRHR agonist	0.2	·	0.0	0.1	-0.1	0.5	0.7	0.2	0.0	0.1	0.1	0.0
TrxR1 substrate	-7%	1%	-1%	-6%	-4%	-7%	3%[57.1 µM]	0%	9%[57.1 µM]	-5%	-9%	2%
TrxR1 inh	-20%	12%	11%	-5%	-1%	-5%	-5%[57.1 µM]	5%	-16%[57.1 µM]	12%	-9%	4%
D2 agonist	·	·	0.3	79*	-0.2	0.6	0.7	·	-0.1	1.2	0.4	-0.8
USP1-UAF1 inh	-12%	?	9%	-4%	-5%	-24%	-16%	15%	-8%	-14%	-1%	-17%

High-throughput results (PubChem BioAssay)
